TDP2 absorb: human TDP2 enzyme inhibitors, primary screen, biochemical, epi absorbance, recombinant enzyme; hit rate 0.34% among 370,000; T5PNP hydrolysis, p-nitrophenol absorbance 415 nm; Tyrosyl-DNA phosphodiesterase 2 (Homo sapiens), O95551; inhibition, % at 12.8 µM; AID 720702, 2013;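 active means inhibition above the mean of all tested compounds plus 3 SD, set per campaign, cut at about 25% in these data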;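 further: 0% = DMSO with enzyme and 100% = buffer with substrate but no TDP2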
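Evaluation: % inhibition relative to enzyme-containing and enzyme-free wells. Material: recombinant human TDP2. Benchmarks: enzyme-free and DMSO wells. Timing: enzyme reaction with compound for 2 h at 37 °C. Compound dosing: 12.8 µM only. Measured by: p-Nitrophenol epi absorbance. Reagent: T5PNP substrate at 5 mM, a TopII-DNA adduct mimic. Replication: single well per compound.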
Tn7 DDE FP: inhibitors of Tn7 peptide binding to fibrin DD(E), primary screen, biochemical, fluorescence polarization, human fibrin, Tn7 probe | hit rate 0.13% among 370,000 | inhibition, % at 8.3 µM | AID 720508, 2013 | FP displacement of FITC-Tn7 peptide from fibrin DD(E); 0% = median of compound wells per plate;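 active means inhibition above the mean of compounds falling within the control limits plus 3 SD of them, cut at about 14% in these data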;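 further: 0% = plate median of compound wells and 100% = 10 µM Aha-Tn7 peptide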
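Measure: % inhibition scaled between sample-field median and high-control FP; Test system: human fibrin DD(E); Quantity: 2 µM final DD(E) protein; Doses: one dose, 8.3 µM nominal; Schedule: compound with protein 10 min, then 3 h after probe, room temperature; Detection: fluorescence polarization; Medium: Tris buffer with calcium and detergent, pH 7.8.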
proKLK7 act: proKLK7 zymogen activators, primary screen, biochemical, fluorescence intensity; Kallikrein-7 (Homo sapiens), P49862; purified proKLK7, EDANS-DABCYL substrate fluorescence; 100% is mature enzyme control, 0% vehicle; activation, % at 7 µM; hit rate 0.9% among 370,000;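 active means activation above the mean of all tested compounds plus 3 SD, computed per campaign excluding outliers beyond control limits, cut at about 13% in these data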
ADAM17 inh: ADAM17 inhibitors, primary screen, biochemical, QFRET | inhibition, % at 6.95 µM | Disintegrin and metalloproteinase domain-containing protein 17 (Homo sapiens), P78536 | recombinant ADAM17, EDANS/DABCYL FRET peptide cleavage | hit rate 0.83% among 370,000;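 active means inhibition above the mean of compounds lying between control limits plus 3 SD, set per campaign, cut at about 8.5% in these data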;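 further: 0% = DMSO-only wells as the low control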
LEDGF integ inh: blockers of LEDGF/p75-dependent integrase strand transfer – biochemical, TR-FRET, high throughput, primary screen; HIV-1 integrase (with human LEDGF/p75); TR-FRET IN-LEDGF/p75 DNA integration, Eu/Cy5; inhibition, % at 3.7 µM; hit rate 0.64% among 370,000; AID 743269, 2014;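 active means inhibition above the screen-wide mean plus 3 SD, cut at about 13% in these data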;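 further: signal is the Cy5 over europium emission ratio at 671 and 618 nm; 0% = plate median of compound wells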
ASAP1 GAP inh: inhibitors of human ASAP1 ArfGAP activity, primary screen, biochemical, fluorescence polarization | hit rate 0.19% among 360,000 | AID 624377, 2012 | ASAP1-stimulated ARF1 GTP hydrolysis, GDP FP detection | inhibition, % at 16.5 µM; in the data active means inhibition above about 25%;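 further: 0% = vehicle with enzyme and substrate and 100% = no enzyme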
Target sequence (Q9ULH1 325-724 limits assumed): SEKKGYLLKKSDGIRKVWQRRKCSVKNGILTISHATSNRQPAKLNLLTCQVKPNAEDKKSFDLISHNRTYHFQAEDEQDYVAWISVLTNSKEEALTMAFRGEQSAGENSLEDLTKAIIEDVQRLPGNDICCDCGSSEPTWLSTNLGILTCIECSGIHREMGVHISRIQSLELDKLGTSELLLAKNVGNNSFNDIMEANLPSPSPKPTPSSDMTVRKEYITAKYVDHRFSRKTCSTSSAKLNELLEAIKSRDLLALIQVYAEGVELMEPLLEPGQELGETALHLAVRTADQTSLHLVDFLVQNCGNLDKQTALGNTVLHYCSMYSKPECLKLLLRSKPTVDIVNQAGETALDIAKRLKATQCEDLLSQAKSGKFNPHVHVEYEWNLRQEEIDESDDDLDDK
Tn6 DDE FP: inhibitors of Tn6 peptide binding to fibrin DD(E), primary screen, biochemical, fluorescence polarization, human fibrin, Tn6 probe | Fibrin DD(E) TRITC-Tn6 fluorescence polarization displacement | inhibition, % at 8.3 µM | hit rate 0.21% among 370,000 | AID 720509, 2013;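 active means inhibition above a per-campaign cutoff: mean of compounds within control limits plus 3 SD, cut at about 15% in these data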;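 further: 0% = median of all compound wells on the plate and 100% = blocking peptide control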
ARFGAP1 inh: inhibitors of rat ARFGAP1 GAP activity, primary screen, biochemical, fluorescence polarization, GDP tracer | ADP-ribosylation factor GTPase-activating protein 1 (Rattus norvegicus), Q62848 | Arfgap1-stimulated ARF1 GTP hydrolysis, GDP FP detection | inhibition, % at 16.5 µM | hit rate 0.26% among 360,000 | AID 651572, 2012;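 active means inhibition above a per-plate limit, mean inhibition of low control wells plus 3 SD, cut at about 25% in these data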;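 further: 0% = DMSO wells with enzyme and 100% = wells lacking Arfgap1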
Target sequence (Q62848 1-136 limits assumed): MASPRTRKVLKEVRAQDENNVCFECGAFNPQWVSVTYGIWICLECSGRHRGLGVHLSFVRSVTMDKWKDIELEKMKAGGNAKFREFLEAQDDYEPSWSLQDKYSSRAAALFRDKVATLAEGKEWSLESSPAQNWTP
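System: truncated rat Arfgap1 GAP domain / Benchmarks: high control wells lacking Arfgap1, low control full reaction with DMSO / Times: compound-enzyme preincubation 20 min, reaction 120 min, detection 60 min, 25 °C / Repeats: one replicate per compound / Also added: human ARF1(Δ1-17)-GTP substrate / Measured by: Tracer-displacement fluorescence polarization with EDTA stop, 620/688 nm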
ADAM10 inh: human ADAM10 inhibitors, primary screen, biochemical, QFRET, HTS | Disintegrin and metalloproteinase domain-containing protein 10 (Homo sapiens), O14672 | inhibition, % at 7 µM | recombinant ADAM10, EDANS/DABCYL FRET peptide cleavage, 3 h | AID 720582, 2013 | hit rate 0.62% among 370,000;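 active means inhibition above a per-campaign cutoff equal to the mean of compounds falling between control-based bounds plus 3 SD, cut at about 20% in these data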;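 further: 0% = DMSO wells while the 100% control is not disclosed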
Target sequence (O14672 214-748 limits assumed): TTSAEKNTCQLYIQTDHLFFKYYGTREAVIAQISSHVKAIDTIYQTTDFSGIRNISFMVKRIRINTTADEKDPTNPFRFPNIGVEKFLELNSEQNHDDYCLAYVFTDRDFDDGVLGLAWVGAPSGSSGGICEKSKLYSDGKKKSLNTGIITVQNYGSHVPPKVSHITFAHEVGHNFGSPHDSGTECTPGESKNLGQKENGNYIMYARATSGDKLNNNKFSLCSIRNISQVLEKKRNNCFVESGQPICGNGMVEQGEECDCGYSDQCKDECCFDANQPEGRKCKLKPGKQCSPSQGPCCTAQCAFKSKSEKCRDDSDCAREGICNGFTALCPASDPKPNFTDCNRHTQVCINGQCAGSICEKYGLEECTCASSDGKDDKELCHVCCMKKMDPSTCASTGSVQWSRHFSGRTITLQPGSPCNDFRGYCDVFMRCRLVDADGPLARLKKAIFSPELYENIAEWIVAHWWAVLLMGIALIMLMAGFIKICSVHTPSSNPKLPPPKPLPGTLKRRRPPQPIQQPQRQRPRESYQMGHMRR
PLCg1 inh: PLC-gamma1 enzyme inhibitors, primary screen, biochemical, fluorescence, purified enzyme; 1-phosphatidylinositol 4,5-bisphosphate phosphodiesterase gamma-1 (Homo sapiens), P19174; fluorogenic substrate; inhibition, % at 12.2 µM; hit rate 0.84% among 370,000; in the data active means inhibition above about 9.5%
The depositor's hits bear a star.

What do the screens show for `CCOC(=O)c1nnn(-c2nonc2N)c1CN1CCCCCC1`?
TDP2 absorb: -11; Tn7 DDE FP: 4; proKLK7 act: -0.3; ADAM17 inh: 2; LEDGF integ inh: 4; ASAP1 GAP inh: -11; Tn6 DDE FP: 3; ARFGAP1 inh: -10; ADAM10 inh: 0; PLCg1 inh: -2

How did O=C(c1cccc(-c2ccc(O)cc2)c1)N1CCOCC1 do in these assays?
TDP2 absorb: 0; Tn7 DDE FP: -3; proKLK7 act: -0.1; ADAM17 inh: -7; LEDGF integ inh: 1; ASAP1 GAP inh: -5; Tn6 DDE FP: 1; ARFGAP1 inh: -3; ADAM10 inh: 0; PLCg1 inh: 2

Results for CCOc1ccc(CNC(=O)C(CC)n2nc(C)n3c(cc4occc43)c2=O)cc1OC (stereo unspecified) ?
TDP2 absorb: 4; Tn7 DDE FP: 1; proKLK7 act: 0.0; ADAM17 inh: -3; LEDGF integ inh: -1; ASAP1 GAP inh: -9; Tn6 DDE FP: 5; ARFGAP1 inh: -15; ADAM10 inh: 5; PLCg1 inh: 2

Results for CS(=O)(=O)N(CCc1ccccc1)CC(=O)NCc1cccnc1 ?
TDP2 absorb: 1; Tn7 DDE FP: 10; proKLK7 act: 0.0; ADAM17 inh: -3; LEDGF integ inh: -3; ASAP1 GAP inh: -4; Tn6 DDE FP: -1; ARFGAP1 inh: -1; ADAM10 inh: 4; PLCg1 inh: 0

What do the screens show for `N#Cc1cnn2c(C(F)(F)F)c3c(nc12)CCCC3`?
TDP2 absorb: -5; Tn7 DDE FP: 1; proKLK7 act: 0.8; ADAM17 inh: -8; LEDGF integ inh: 1; ASAP1 GAP inh: 8; Tn6 DDE FP: 5; ARFGAP1 inh: -6; ADAM10 inh: -20; PLCg1 inh: -22

What do the screens show for `CCc1nc(-c2ccc(OC)c(OC)c2)cc2cc(OC)c(OC)cc12`?
TDP2 absorb: 10; Tn7 DDE FP: -1; proKLK7 act: 0.9; ADAM17 inh: -3; LEDGF integ inh: 0; ASAP1 GAP inh: 6; Tn6 DDE FP: 1; ARFGAP1 inh: 3; ADAM10 inh: -9; PLCg1 inh: -11

What do the screens show for `CC(C)OC(=O)CSc1nc(N)c(C#N)c(-c2cccs2)c1C#N`?
TDP2 absorb: 6; Tn7 DDE FP: -9; proKLK7 act: 4.4; ADAM17 inh: -2; LEDGF integ inh: -3; ASAP1 GAP inh: -2; Tn6 DDE FP: 7; ARFGAP1 inh: 18; ADAM10 inh: -137; PLCg1 inh: -21

How did COc1cccc(CNC(=O)CCNC(=O)C2CCN(S(=O)(=O)c3ccc(F)cc3)CC2)c1 do in these assays?
TDP2 absorb: 1; Tn7 DDE FP: 4; proKLK7 act: 0.5; ADAM17 inh: -1; LEDGF integ inh: 0; ASAP1 GAP inh: -5; Tn6 DDE FP: -6; ARFGAP1 inh: 6; ADAM10 inh: 4; PLCg1 inh: 3

How did N#Cc1cn(CC(=O)NCCc2c[nH]c3ccccc23)c2ccccc12 do in these assays?
TDP2 absorb: -14; Tn7 DDE FP: 5; proKLK7 act: -0.1; ADAM17 inh: 3; LEDGF integ inh: 1; ASAP1 GAP inh: 27*; Tn6 DDE FP: -1; ARFGAP1 inh: -8; ADAM10 inh: -6; PLCg1 inh: -1

What do the screens show for `COc1cc(NC(=O)c2cccs2)c(C(=O)OCC(=O)NC(=O)NCc2ccccc2)cc1OC`?
TDP2 absorb: 7; Tn7 DDE FP: 0; proKLK7 act: -1.1; ADAM17 inh: -7; LEDGF integ inh: 2; ASAP1 GAP inh: 16; Tn6 DDE FP: 6; ARFGAP1 inh: 7; ADAM10 inh: -16; PLCg1 inh: -7

What do the screens show for `O=C(NC1CCCc2ccccc21)C1CCC(CNc2c(N3CCOCC3)c(=O)c2=O)CC1` (stereo unspecified)?
TDP2 absorb: 3; Tn7 DDE FP: 4; proKLK7 act: -0.5; ADAM17 inh: -2; LEDGF integ inh: -1; ASAP1 GAP inh: -4; Tn6 DDE FP: 4; ARFGAP1 inh: -11; ADAM10 inh: -8; PLCg1 inh: -1

How did CC(=NCCN1CCN(C(C)=C2C(=O)c3ccccc3C2=O)CC1)C1=C(O)CC(C)(C)CC1=O do in these assays?
TDP2 absorb: -1; Tn7 DDE FP: 0; proKLK7 act: -0.3; ADAM17 inh: -2; LEDGF integ inh: -3; ASAP1 GAP inh: -6; Tn6 DDE FP: 1; ARFGAP1 inh: -2; ADAM10 inh: -9; PLCg1 inh: -6

Results for COc1cc(/C=N/N(C)C)cc(Br)c1O ?
TDP2 absorb: 6; Tn7 DDE FP: -1; proKLK7 act: -1.5; ADAM17 inh: -4; LEDGF integ inh: -5; ASAP1 GAP inh: -9; Tn6 DDE FP: -1; ARFGAP1 inh: 5; ADAM10 inh: -3; PLCg1 inh: -3

Results for CC(C)CSc1nc2c(c(=O)[nH]c(=O)n2C)n1CC(O)COc1cccc2ccccc12 (stereo unspecified) ?
TDP2 absorb: -6; Tn7 DDE FP: -4; proKLK7 act: -0.3; ADAM17 inh: 3; LEDGF integ inh: -2; ASAP1 GAP inh: -1; Tn6 DDE FP: 1; ARFGAP1 inh: -2; ADAM10 inh: -2; PLCg1 inh: 3

How did COc1ccc(CCNc2ccc(C(CC(N)=O)NC(=O)c3ccc(Br)cc3)cc2[N+](=O)[O-])cc1 (stereo unspecified) do in these assays?
TDP2 absorb: 7; Tn7 DDE FP: 6; proKLK7 act: 0.9; ADAM17 inh: -5; LEDGF integ inh: 3; ASAP1 GAP inh: 1; Tn6 DDE FP: -4; ARFGAP1 inh: 8; ADAM10 inh: -1; PLCg1 inh: 1

How did COc1ccc(N(CC(O)CN2CCOCC2)S(=O)(=O)c2ccc(C)cc2)cc1 (stereo unspecified) do in these assays?
TDP2 absorb: -1; Tn7 DDE FP: 4; proKLK7 act: -0.4; ADAM17 inh: 1; LEDGF integ inh: 1; ASAP1 GAP inh: -7; Tn6 DDE FP: 9; ARFGAP1 inh: -3; ADAM10 inh: 5; PLCg1 inh: 0

How did CC1=NN(c2ccccc2)C(=O)C1=C(C)C do in these assays?
TDP2 absorb: 37*; Tn7 DDE FP: -7; proKLK7 act: 0.2; ADAM17 inh: 1; LEDGF integ inh: 5; ASAP1 GAP inh: 11; Tn6 DDE FP: 1; ARFGAP1 inh: 2; ADAM10 inh: 1; PLCg1 inh: 0

How did CC(C)(C)C(=O)Nc1ccnn1C1CCN(C(=O)c2ccc(Cl)cc2F)CC1 do in these assays?
TDP2 absorb: 5; Tn7 DDE FP: -6; proKLK7 act: 0.3; ADAM17 inh: -2; LEDGF integ inh: -2; ASAP1 GAP inh: 0; Tn6 DDE FP: -1; ARFGAP1 inh: 5; ADAM10 inh: -16; PLCg1 inh: 0

How did O=C(NC1CS(=O)(=O)CC1NCc1ccco1)c1ccccc1 (stereo unspecified) do in these assays?
TDP2 absorb: 9; Tn7 DDE FP: 2; proKLK7 act: 0.2; ADAM17 inh: -5; LEDGF integ inh: 0; ASAP1 GAP inh: -4; Tn6 DDE FP: -2; ARFGAP1 inh: 4; ADAM10 inh: 3; PLCg1 inh: 0

Results for CC(C)(C)c1nc(SCC(=O)NC2CCCC2)c2ccccc2n1 ?
TDP2 absorb: -15; Tn7 DDE FP: 0; proKLK7 act: 0.2; ADAM17 inh: 0; LEDGF integ inh: -2; ASAP1 GAP inh: 5; Tn6 DDE FP: 0; ARFGAP1 inh: -1; ADAM10 inh: 7; PLCg1 inh: 4

How did O=C(O)c1ccccc1NC(=O)C1C2C=CC(C2)C1C(=O)O (stereo unspecified) do in these assays?
TDP2 absorb: -4; Tn7 DDE FP: 1; proKLK7 act: 0.3; ADAM17 inh: -11; LEDGF integ inh: -4; ASAP1 GAP inh: 0; Tn6 DDE FP: 0; ARFGAP1 inh: 16; ADAM10 inh: -25; PLCg1 inh: -2

Results for CC(=O)N1CCN(S(=O)(=O)c2cccc(C(=O)OCc3ccc(C(C)(C)C)cc3)c2)CC1 ?
TDP2 absorb: -5; Tn7 DDE FP: 6; proKLK7 act: 0.8; ADAM17 inh: 4; LEDGF integ inh: 0; ASAP1 GAP inh: -11; Tn6 DDE FP: 6; ARFGAP1 inh: -4; ADAM10 inh: 3; PLCg1 inh: -1

Results for OCCCn1c(C2CCCN2c2nc(-c3ccc(F)cc3)cs2)nc2cc(C(F)(F)F)ccc21 (stereo unspecified) ?
TDP2 absorb: -6; Tn7 DDE FP: -4; proKLK7 act: 1.0; ADAM17 inh: 5; LEDGF integ inh: -1; ASAP1 GAP inh: 9; Tn6 DDE FP: -8; ARFGAP1 inh: 20; ADAM10 inh: 12; PLCg1 inh: 4

Pulled by structure from the entries so far (2):
Results for CS(=O)(=O)N(CCc1ccccc1)CC(=O)NCc1cccnc1 ?
TDP2 absorb: 1; Tn7 DDE FP: 10; proKLK7 act: 0.0; ADAM17 inh: -3; LEDGF integ inh: -3; ASAP1 GAP inh: -4; Tn6 DDE FP: -1; ARFGAP1 inh: -1; ADAM10 inh: 4; PLCg1 inh: 0

How did N#Cc1cn(CC(=O)NCCc2c[nH]c3ccccc23)c2ccccc12 do in these assays?
TDP2 absorb: -14; Tn7 DDE FP: 5; proKLK7 act: -0.1; ADAM17 inh: 3; LEDGF integ inh: 1; ASAP1 GAP inh: 27*; Tn6 DDE FP: -1; ARFGAP1 inh: -8; ADAM10 inh: -6; PLCg1 inh: -1

High-throughput results as filed in PubChem.
